FXN GAA850 act: frataxin GAA850 promoter activation | HEK293 lucGAA850 FXN promoter luciferase reporter, 24 h; percent of 10 µM SAHA response | activation, % at 6 µM | 360,000 tested, 0.56% active;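 active = activation above the average of all compounds screened plus 3 SD, cutoff fixed separately per campaign, cut at about 7.5% in these data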;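 note: 0% = DMSO wells and 100% = 10 µM SAHA wells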
hcDAF12 agonist: activators of H. contortus DAF-12 nuclear receptor | HEK293 hcDAF-12 lit1-tk-luc reporter, luminescence; 0% DMSO, 100% Δ7-dafachronic acid | activation, % at 6.8 µM | 370,000 tested, 1.4% active;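 active = activation above the mean of all tested compounds plus 3 SD, cut at about 5.5% in these data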;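 note: 100% = response to 3 µM Δ7-dafachronic acid high control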
SMARCA2 activ: SMARCA2 function activation, primary screen | activation, % at 9.1 µM | 370,000 tested, 1% active | AID 652017 | MG213 cells, MMTV-luciferase reporter, dexamethasone, overnight; in the data active = activation above about 7.8%;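 note: 0% = vehicle wells and 100% = reference activator wells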
ADAM10 inh: inhibitors of human ADAM10; O14672; recombinant ADAM10, EDANS/DABCYL FRET peptide cleavage, 3 h; inhibition, % at 7 µM; 370,000 tested, 0.62% active; AID 720582;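 active = inhibition above a per-campaign cutoff equal to the mean of compounds falling between control-based bounds plus 3 SD, cut at about 20% in these data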;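 note: 0% = DMSO wells while the 100% control is not disclosed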
DAX1 inh-1: DAX1 (NR0B1) inhibition, primary screen | HEK293T StAR-luciferase reporter, SF-1/DAX-1 repression relief | 370,000 tested, 1.1% active | inhibition, % at 6.8 µM | AID 652010;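 active = inhibition above the mean over all tested compounds plus 3 SD, cut at about 3.6% in these data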;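 note: 0% = DAX-1 cells with DMSO and 100% = cells lacking DAX-1 with DMSO; higher inhibition means more luminescence from relief of DAX-1 repression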
ssDAF12 agonist: S. stercoralis DAF-12 activation, primary screen. activation, % at 6.8 µM. 370,000 tested, 1% active. HEK293 ssDAF-12/GRIP1 lit1-tk-luc reporter, luminescence; % of 3 µM dafachronic acid response. AID 652126;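 active = activation above the mean over all tested compounds plus 3 SD, cut at about 0.9% in these data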;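 note: 0% = DMSO-only wells and 100% = 3 µM delta7-dafachronic acid wells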
ADAM17 inh: ADAM17 inhibition, QFRET primary screen. P78536. 370,000 tested, 0.83% active. inhibition, % at 6.95 µM. recombinant ADAM17, EDANS/DABCYL FRET peptide cleavage;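 active = inhibition above the mean of compounds lying between control limits plus 3 SD, set per campaign, cut at about 8.5% in these data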;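 note: 0% = DMSO-only wells as the low control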
Target sequence (P78536 215-824 limits assumed): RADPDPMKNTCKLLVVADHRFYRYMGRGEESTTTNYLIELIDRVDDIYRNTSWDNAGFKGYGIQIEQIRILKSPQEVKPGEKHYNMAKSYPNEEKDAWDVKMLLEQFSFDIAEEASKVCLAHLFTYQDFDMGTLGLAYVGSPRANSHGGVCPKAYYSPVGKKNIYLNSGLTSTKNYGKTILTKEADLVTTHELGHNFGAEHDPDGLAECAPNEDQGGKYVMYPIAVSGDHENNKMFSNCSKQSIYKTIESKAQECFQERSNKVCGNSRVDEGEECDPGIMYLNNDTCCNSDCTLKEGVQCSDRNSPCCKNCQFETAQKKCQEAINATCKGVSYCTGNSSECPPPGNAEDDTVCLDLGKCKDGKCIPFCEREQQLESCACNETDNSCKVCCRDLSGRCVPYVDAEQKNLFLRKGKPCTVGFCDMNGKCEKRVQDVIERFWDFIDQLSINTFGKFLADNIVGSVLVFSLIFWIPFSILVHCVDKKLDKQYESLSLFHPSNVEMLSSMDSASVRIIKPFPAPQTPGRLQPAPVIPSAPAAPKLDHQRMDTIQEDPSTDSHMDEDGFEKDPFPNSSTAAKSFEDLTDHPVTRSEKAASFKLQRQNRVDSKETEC
NPR1 activator: GC-A (human) enzyme activation | P16066 | HEK293 GC-A cells, cGMP TR-FRET, EC30 ANP; 0% at EC30 ANP, 100% saturating ANP | activation, % at 10 µM | 370,000 tested, 0.14% active; in the data active = activation above about 40%
DAX1 inh-2: inhibitors of human orphan nuclear receptor DAX1 (NR0B1); P51843; HEK293 Gal4-DAX1 luciferase reporter, luminescence; inhibition, % at 6.75 µM; 340,000 tested, 0.99% active; AID 504766;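 active = inhibition above the mean over all tested compounds plus 3 SD, cut at about 4.2% in these data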;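 note: 0% = DAX1-transfected cells with DMSO and 100% = empty-vector control cells with DMSO; inhibition shows as a rise in luminescence from relieved DAX1 repression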
Target sequence (P51843 207-470 limits assumed): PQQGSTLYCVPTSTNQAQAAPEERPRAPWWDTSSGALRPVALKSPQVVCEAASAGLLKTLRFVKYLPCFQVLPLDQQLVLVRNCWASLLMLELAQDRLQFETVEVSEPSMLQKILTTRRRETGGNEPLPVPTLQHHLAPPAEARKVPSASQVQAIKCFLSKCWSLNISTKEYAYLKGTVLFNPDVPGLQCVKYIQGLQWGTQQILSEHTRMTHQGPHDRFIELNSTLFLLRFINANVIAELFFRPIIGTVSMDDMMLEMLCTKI
hgDAF-12 ag: agonists of H. glycines DAF-12 nuclear receptor | 370,000 tested, 1.8% active | activation, % at 6.8 µM | HEK293 GAL4-hgDAF12 UAS-luciferase reporter, agonist luminescence; normalized to butyrate control | AID 687014;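 active = activation above a cutoff set at the mean of all screened compounds plus 3 SD, cut at about 10% in these data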;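 note: 0% = DMSO wells and 100% = sodium butyrate wells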
PG9 binder: binds the HIV-1 gp120 antibody PG9; TR-FRET gp120-PG9 antibody binding; inhibition, % at 6.7 µM; 360,000 tested, 0.43% active; in the data active = inhibition above about 8.5%
* = called active by the depositor; i = inactive; x = not tested or not shown.

canonical_smiles	FXN GAA850 act	hcDAF12 agonist	SMARCA2 activ	ADAM10 inh	DAX1 inh-1	ssDAF12 agonist	ADAM17 inh	NPR1 activator	DAX1 inh-2	hgDAF-12 ag	PG9 binder
CCC12CN(C(=O)c3ccc(OC)cc3)CC(CC)(CN(C(=O)c3ccc(OC)cc3)C1)C2=O	-2.1	-2.2	-3	-10	0.3	-1.2	-4	-4	-0.2	-1.7	0.1
CCCCc1cc(=O)oc2cc(C)cc(OCC(=O)NCc3ccncc3)c12	-1.0	-2.1	0	-331	-2.1	-0.9	-108	-20	-1.0	-1.4	0.2
COc1ccccc1N1CCN(C(c2ccc(N(C)C)cc2)c2nnnn2CCc2ccccc2)CC1 (stereo not given)	0.8	-0.5	-2	3	0.4	-0.9	-1	-3	0.1	-1.8	-0.6
CCOc1ccc(NC(=S)N(CCc2c(C)[nH]c3ccc(C)cc23)Cc2cccnc2)cc1	-1.4	0.0	-3	-8	0.0	-1.4	-1	-5	-0.4	2.3	-0.5
Cc1c(NC(=O)C(C)OC(=O)c2cccc(S(=O)(=O)N3CCOCC3)c2)c(=O)n(-c2ccccc2)n1C (stereo not given)	x	0.5	-2	3	0.1	-1.3	-3	1	x	0.1	-1.9
Cc1cc(C(=O)OCC(=O)NCCN2C(=O)CSC2=O)ccc1[N+](=O)[O-]	0.9	0.5	-2	-1	-0.5	-1.0	-4	0	-0.5	0.1	2.4
Cc1ccc(OCCNC(=O)/C=C/c2ccccc2)cc1C	0.3	-2.4	-2	2	0.3	-1.1	4	2	-0.9	-0.6	-1.8
C=CCn1c(SCc2cc(=O)n3ccsc3n2)nc2ccccc2c1=O	0.6	-0.3	-3	-6	0.7	-1.2	-2	0	0.4	0.1	-1.9
COc1ccc(C(=O)C[n+]2cccc3cc(OC)ccc32)cc1	-0.9	-1.1	-3	-427	-0.3	-1.9	-103	1	-1.2	-3.4	-0.4
COc1ccc(OC)c(NC(=O)c2ccc3c(c2)C(=O)N(c2ccc(OC(C)=O)cc2)C3=O)c1	1.9	-2.2	-2	-1	-0.2	-1.2	0	-2	-0.9	-0.1	0.3
CC1Cc2cc(/C(O)=C3/C(=O)C(=O)N(CCCN(C)C)C3c3ccncc3)ccc2O1 (stereo not given)	0.1	-1.2	-2	-2	0.3	-0.6	-4	1	0.7	-2.5	-0.7
Cc1ccc(NC(=O)C(C)OC(=O)Cc2c[nH]c3ccccc23)cc1S(=O)(=O)N1CCOCC1 (stereo not given)	-1.8	1.1	0	1	-2.0	-0.6	-2	0	0.4	2.1	-1.7

Additional structures:
canonical_smiles	FXN GAA850 act	hcDAF12 agonist	SMARCA2 activ	ADAM10 inh	DAX1 inh-1	ssDAF12 agonist	ADAM17 inh	NPR1 activator	DAX1 inh-2	hgDAF-12 ag	PG9 binder
CSc1nc2nc3c(c(=O)n2[nH]1)CCCC3	-0.9	-0.7	3	2	-0.3	-1.4	-3	-1	-0.6	0.0	1.5
COc1ccc(Cl)cc1C(=O)NNC(=O)C1CCCO1 (stereo not given)	2.4	-0.7	2	-12	1.0	-0.2	-4	0	-0.3	0.9	0.5
CCC1(C)Cc2c(sc3c2c(=O)n(C)c2nnc(SCC(=O)c4ccccc4)n32)CO1 (stereo not given)	-2.8	1.8	-5	-3	-0.7	-1.3	-1	3	1.3	-1.4	-0.3
COc1cccc(CN(C)C(=O)CCN=C2NS(=O)(=O)c3ccccc32)c1	-0.4	-0.7	-2	-5	0.4	-0.9	-7	-2	0.2	-1.5	-0.3
NS(=O)(=O)c1ccc(N2C(=O)C3C4CC(C(Br)C4Br)C3C2=O)cc1 (stereo not given)	3.3	1.1	1	-5	0.4	-1.6	-2	-1	-0.2	-0.8	-0.8
COc1ccc(CN2[C@@H](CC(C)=O)c3ccc(/C=C/C(C)=O)cc3S2(=O)=O)cc1	-2.9	-0.7	1	-2	0.2	-1.3	-3	19	-1.0	-2.2	-0.9
NC(=O)C1CCCN(S(=O)(=O)c2ccc3ccccc3c2)C1 (stereo not given)	0.3	1.5	1	0	2.8	-0.4	-2	4	0.6	-1.3	-3.6
COc1ccc(CCNC(=O)CCCCCN2C(=O)[C@@H]3Cc4ccccc4CN3C2=O)cc1OC	-1.6	-1.7	-4	-6	-0.4	-1.3	-1	-4	0.5	-1.2	0.5
COc1cccc(NC(=O)CSc2nnc(Cn3nnc4ccccc43)n2C)c1	0.4	-0.4	0	0	0.4	-1.0	2	-9	0.1	-1.6	-0.2
Cc1cccc2nc(CNC(=O)CC3C(=O)NCCN3Cc3cccc(F)c3)cn12 (stereo not given)	2.3	0.5	-2	-8	-0.1	-0.6	-2	2	-0.2	-0.6	-1.2
Cc1ccc(C(C)C)cc1OCC(=O)NNC(=O)Nc1ccccc1	-3.0	-2.3	0	6	-0.1	-1.1	3	-7	-0.8	-0.6	0.5
CCOc1c(Nc2ccc(C(C)C)cc2)c(=O)c1=O	1.3	-0.3	5	8	-0.2	-1.2	3	4	3.6	-0.8	-1.4

Carrying on:
canonical_smiles	FXN GAA850 act	hcDAF12 agonist	SMARCA2 activ	ADAM10 inh	DAX1 inh-1	ssDAF12 agonist	ADAM17 inh	NPR1 activator	DAX1 inh-2	hgDAF-12 ag	PG9 binder
Cc1ccccc1NC(=O)Nc1nnc(CC(=O)NCc2ccccc2)s1	-1.6	1.8	-4	-8	-0.3	-1.3	1	1	-0.3	-1.7	-1.2
O=C(c1cccs1)N(Cc1ccco1)Cc1cc2ccccc2[nH]c1=O	-1.8	-1.1	0	-69	-1.1	-1.3	-14	-3	-0.4	-1.4	-2.3
COc1cc(C(=S)N2CCCC2)ccc1OCc1ccc(C)cc1	4.0	-0.9	2	18	0.3	-0.9	2	3	-0.4	5.4	-2.6
COC(=O)Cn1c(=NC(=O)c2ccc(OC)cc2)sc2cc(OC)ccc21	0.7	-1.4	-1	-181	0.5	-1.2	-50	11	0.7	-0.5	64*
CC1CCCC(C)N1C(=O)COc1ccc(F)cc1 (stereo not given)	2.5	-0.8	0	0	0.1	-0.5	0	-1	-0.3	-0.8	-1.6
COc1ccc([N+](=O)[O-])c(OC)c1C(=O)NC(=O)Nc1c(F)c(F)c(F)c(F)c1F	0.5	-2.9	-2	-2	-0.1	-1.0	-5	-2	-0.6	-0.8	1.9
COCCN(C(=O)CSc1n[nH]c(-c2ccc(OC)cc2)n1)c1c(N)n(Cc2ccccc2)c(=O)[nH]c1=O	0.5	0.1	0	-4	1.3	-1.0	-3	0	-1.3	0.3	2.5
CCOc1cc(OCC)cc(C(=O)Nc2cccc(C(C)=O)c2)c1	-1.2	-0.8	-2	8	-0.3	-1.6	3	0	-1.4	0.3	0.7
CN(C)CCCC1Sc2ccccc2Sc2ccccc21 (stereo not given)	-0.2	-1.1	0	3	0.0	-1.9	0	-7	-0.2	-1.5	-2.4
Cc1ccccc1NC(=O)c1snc2c(=O)[nH]cnc12	x	-2.0	0	-2	0.4	-1.5	0	1	x	-0.3	-2.2
O=C1CCCCN1CCc1c[nH]c2ccccc12	0.6	-0.4	-2	-9	0.9	-0.7	-6	3	1.1	4.9	2.2
O=C(OCC(F)(F)C(F)F)c1ccccc1C(=O)Oc1ccc(F)cc1F	-0.7	-0.8	-1	7	-0.4	-0.1	-4	-1	-0.3	3.0	0.9

Next part
canonical_smiles	FXN GAA850 act	hcDAF12 agonist	SMARCA2 activ	ADAM10 inh	DAX1 inh-1	ssDAF12 agonist	ADAM17 inh	NPR1 activator	DAX1 inh-2	hgDAF-12 ag	PG9 binder
CSCCC(NC(=O)c1ccccc1Br)C(=O)NCC1CCCCC1 (stereo not given)	-2.3	-0.8	-2	-2	0.1	-1.2	-4	-1	0.1	-2.5	0.7
CCOc1ccccc1NC(=O)COC(=O)c1c(CC)noc1C	4.1	-0.6	-4	-3	-0.7	-1.1	-4	-3	2.0	-2.3	0.0
CC(=O)Nc1ccccc1NC(=O)C/C(C)=N/NC(=O)C(=O)N1CCCCC1	-0.5	-1.2	-3	4	-0.3	-1.1	-1	0	0.2	-0.4	1.3
CC1(C)OC(=O)C2=C(C[C@@H](C3CCCC3)O[C@H]2c2ccc(Cl)cc2)O1	x	0.4	-1	-11	0.2	-0.6	-1	-9	x	-1.3	-0.5
COc1ccc(-c2csc(NS(=O)(=O)c3ccc([N+](=O)[O-])cc3)n2)cc1	2.3	1.6	0	1	0.2	-1.9	2	7	0.5	-1.4	2.2
Cc1ccc(Nc2nc(N)nc(CN3CCN(C)CC3)n2)cc1	3.0	2.1	2	-2	-0.1	-0.6	-2	6	1.4	5.0	-1.5
Cc1nn(CC(=O)Nc2ccc3c(c2)OCO3)c(C)c1[N+](=O)[O-]	2.0	-1.3	1	-7	1.0	-0.7	-1	x	3.7	-0.3	-1.0
O=C(O)CCc1nnc2n(Cc3ccc(F)cc3)c(=O)c3ccccc3n12	0.5	-0.2	0	-8	0.6	-0.6	-1	-3	0.5	-1.7	-0.3
CC(NC(=O)c1cc2ccccn2n1)c1ccccc1 (stereo not given)	x	-0.9	-7	-4	0.1	-0.5	1	3	x	2.9	x
Cc1nc(N2CCN(c3ccccn3)CC2)c2c(C)c(C(=O)Nc3ccc(F)cc3F)sc2n1	0.6	-0.2	2	-2	0.1	-0.6	-2	-1	1.4	1.1	-1.1
COCCN(CCOC)C(=O)c1cc2c(=O)n3ccccc3nc2s1	1.5	2.6	3	i	0.0	-0.9	-232	6	-0.7	1.8	0.4
Cc1cc(C)nc(NC(=O)c2ccc(Br)cc2)n1	2.6	-1.2	-3	4	-0.3	-0.7	1	2	-1.0	0.2	-0.6

Reprinted from the part before: 2 compounds, then new ones.
canonical_smiles	FXN GAA850 act	hcDAF12 agonist	SMARCA2 activ	ADAM10 inh	DAX1 inh-1	ssDAF12 agonist	ADAM17 inh	NPR1 activator	DAX1 inh-2	hgDAF-12 ag	PG9 binder
COCCN(CCOC)C(=O)c1cc2c(=O)n3ccccc3nc2s1	1.5	2.6	3	i	0.0	-0.9	-232	6	-0.7	1.8	0.4
Cc1cc(C)nc(NC(=O)c2ccc(Br)cc2)n1	2.6	-1.2	-3	4	-0.3	-0.7	1	2	-1.0	0.2	-0.6
CCc1ccc(OC)c(S(=O)(=O)Nc2ccccc2C)c1	1.6	-2.5	-4	-2	-0.1	-1.4	-1	-5	-0.6	-1.2	1.8
O=C(NCc1ccc(F)cc1)c1cc(C2CCCCN2C(=O)c2ccc(Cl)cc2)on1 (stereo not given)	-2.2	-1.3	-3	-15	-1.9	-1.4	1	6	x	0.1	0.6
NC1=NC2(CS1)CSC(N)=N2	x	0.2	-3	-3	0.2	-0.9	-5	3	x	-3.9	-2.7
CCOC(=O)CSc1nnc(-c2ccncc2)o1	-0.3	-0.5	2	-9	0.8	-0.9	-4	-5	2.3	-2.3	-0.9
Cc1ccc(C(=O)CC2(O)C(=O)N(Cc3ccc4c(c3)OCO4)c3ccccc32)cc1 (stereo not given)	-1.4	-0.2	0	11	-0.2	-0.8	4	0	-0.3	1.2	-4.4

Three entries out of the list above, arranged by the value under DAX1 inh-1, ascending:
compound | DAX1 inh-1
O=C(NCc1ccc(F)cc1)c1cc(C2CCCCN2C(=O)c2ccc(Cl)cc2)on1 (stereo not given) | -1.9
Cc1ccc(C(=O)CC2(O)C(=O)N(Cc3ccc4c(c3)OCO4)c3ccccc32)cc1 (stereo not given) | -0.2
NC1=NC2(CS1)CSC(N)=N2 | 0.2

Compound activity (PubChem BioAssay)
